All columns: NCI-60 one-dose screen, growth in % after 48 h at 10 µM unless noted; 100 = growth as untreated, 0 = no growth, -100 = all killed.
HL-60(TB) – HL-60(TB) leukemia cells; 78,000 tested, 9% active; AID 1794776; active means growth percent below 10
Starred values were filed as active, the others as inactive; & = joins results of further samples; [ ] = remark or other dose. This is a subset; the hit share may differ from the screen's.

SMILES | HL-60(TB)
Cn1cc(/C=C2\SC(=S)N(CCCC(=O)NCCc3ccc(O)cc3)C2=O)c2ccccc21 | 56
Cc1nc2c(cnn2-c2ccccc2)c(=O)n1-c1ccc(N)cc1 | 99
Nc1ccc(C(Cl)=C(Cl)Cl)cc1[N+](=O)[O-] | 97
CCOC(=O)c1c(-c2ccccc2)c(C#N)c2c(C#N)c(N)nn2c1N | 56
CCCNC(=O)Nc1ccc(C)cc1C | 90
C[C@H]1C[C@@H]2[C@H](CC[C@]3(C)[C@@H](O)CC[C@@H]23)[C@@]2(C)CC[C@H](O)C[C@H]12 | 94
CCCCn1c(C)nc2cc(Nc3nc(N4CCCCC4)nc4nc[nH]c34)ccc21 | 78
COc1ccc(C(Nc2cccc(C)c2)C(=O)NC2CCCCC2)c(OC)c1OC (configuration not stated) | 84
CC(C)(C)n1cc(-c2ccnc(NCCCNS(=O)(=O)c3ccc(Br)cc3)c2)c(-c2cccc(O)c2)n1 | 3.7*
CC1=CC(=O)C2=C(C)CC(OC(=O)c3ccco3)[C@@H]3[C@H](OC(=O)[C@@H]3C)[C@@H]12 (some centres not stated) | 92
O=C(O)CC(O)C(Cl)(Cl)Cl (configuration not stated) | 105
COc1cc(-c2noc(-c3ccccc3N)n2)cc(OC)c1OC | 79
CS(=O)(=O)Nc1ccc(OCc2nnc(-c3ccccc3)o2)c(F)c1 | 99
O=c1c2cccc(Cl)c2sc2c(NCCCNCCO)nc3ccccc3c12 | -18*
CC(C)C(=O)Nc1ccc(C(=O)NC(=S)Nc2ccc(S(N)(=O)=O)cc2)cc1 | 108
NNC(=O)C1CCCCN1 (configuration not stated) | 102
O=C(CC(=O)C(F)(F)F)c1ccccc1 | 94
CCN(CC)CCCC(C)N/C(=C1\C(=O)NC(=O)\C1=C(/NC(C)CCCN(CC)CC)c1cccc(OC)c1)c1cccc(OC)c1 (configuration not stated) | -36*
CCSc1nc(-c2cc(OC)ccc2OC)cc(-c2ccc(OC)cc2)c1C#N | 96
Nc1ccc(CCCC(=O)O)cc1 | 91
CCC1(C)C=C2CCC3C(C)(C(=O)O)CCCC3(C)C2CC1 (configuration not stated) | 120
CCC(C)C(CC)C(N)=O (configuration not stated) | 105
CC1CCC(OC(C[N+](=O)[O-])C(Cl)(Cl)Cl)CC1 (configuration not stated) | 52
COc1ccc(C/C(C)=C(\c2ccc(Cl)cc2)c2ccc(OCCN3CCCC3)cc2)cc1 | 77
Cc1cccc(NC(=O)CSc2nc3ccc([N+](=O)[O-])cc3[nH]2)c1 | 86
CCN1CCN(CC(=O)Nc2nc3ccc(NCc4ccc(OC)cc4)cc3s2)CC1 | 93
CSc1ccc(/C=C2\C=C(CC(=O)NCc3ccc(C(=O)c4ccccc4)cc3)c3cc(F)ccc32)cc1 | -30*
Cc1cc(=O)oc2cc(OCCCOc3ccc(/C=C/C(=O)Nc4cccc([N+](=O)[O-])c4)cc3)ccc12 | 98
CC(C)C(=O)NCc1ccccc1 | 107
O=C(CCSc1nc2sc3c(c2c(=O)n1Cc1ccccc1)CCCC3)N1CCN(c2ccccc2)CC1 | 103
Cc1onc(-c2c(Cl)cccc2Cl)c1C(=O)Nc1ccc(Cl)c(Cl)c1Cl | 58
CC(=O)Nc1ccccc1C(F)(F)F | 103
CCCN1C(=O)N(CCC)C2C1NC(=S)N2/N=C/C=C/c1ccccc1OC (configuration not stated) | -42*
CCN(CC)C(=O)c1ccccc1C(=O)N(CC)CC | 89
COc1ccc(-c2cc(Cc3cccs3)c(=O)n(Cn3ccc4ccccc43)n2)cc1 | 98
O=C(COc1ccc(OCC(=O)N2CC2)cc1)N1CC1 | 92
CNc1c(Br)cc(Br)cc1-c1n[nH]c(=O)[nH]c1=O | 111
CCC(c1cccc(O)c1)C(CC)c1cccc(O)c1 (configuration not stated) | 21
CC1=C(C#N)c2nc3ccccc3c(=O)n2[C@]1(C)O | 102
CCOc1ccc(NC(=O)C(C)O)cc1 (configuration not stated) | 58
CC(OC(C(O)C=O)C(O)C(O)CO)C(=O)N[C@@H](C)C(=O)O (some centres not stated) | 105
O=C(c1cc(-c2ccc(Cl)cc2)nc2ccccc12)N1N=C(c2ccc(Cl)cc2)CC1c1cc(-c2ccccc2)nn1-c1ccccc1 (configuration not stated) | 87
O=C(NNc1nc(Cl)nc(NC2CCCC2)n1)c1cccnc1 | 99[100 µM]
C/C(=N\N=C(/C)c1ccc(Br)s1)c1ccc(Br)s1 | 99
CCOC(=O)c1c(C)nc2c(c1N)C(=O)C(=O)N2c1cc(OC)c(OC)c(OC)c1 | 98
CCN(CC)CCOc1ccc2c(c1)O/C(=C\c1ccccc1OC)C2=O | 101
NC1=NC(c2cccc([N+](=O)[O-])c2)N=C(Nc2nn[nH]n2)N1 (configuration not stated) | 106
C=CCO[C@H]1CO[C@H]2[C@@H]1OC[C@@H]2Oc1ccc(Nc2ncnc3ccsc23)cc1Cl | 84

Random excerpt: 2 entries already listed
SMILES | HL-60(TB)
O=C(NNc1nc(Cl)nc(NC2CCCC2)n1)c1cccnc1 | 99[100 µM]
CCOC(=O)c1c(C)nc2c(c1N)C(=O)C(=O)N2c1cc(OC)c(OC)c(OC)c1 | 98

New compounds follow.
SMILES | HL-60(TB)
CCCCOCC(=O)NC(NP(=O)(N(C)C)N(C)C)C(Cl)(Cl)Cl (configuration not stated) | 100
CSCCCO | 103
CCCCN(CCCC)C(=N)c1ccccc1Cl | 90
CC(C)c1cc(C(C)C)c(S(=O)(=O)Cl)c(C(C)C)c1 | 102
O=C(Cn1c2c(sc1=O)[C@H]1[C@@H](O)[C@@H](O)[C@H](O)[C@@H]1CS2)N1CCOCC1 | 109
COc1ccc2nc(Cl)c(Cn3nnnc3Cc3ccccc3)cc2c1 | 90
CC1=C(C)C(=O)C(C(C)C2=C(C)C(=O)C(C)=C(C)C2=O)=C(C)C1=O | 43
CC(C)(C)c1ccc(N2C(=O)[C@@]3(Oc4ccccc4[C@H]4CC(c5ccc(Br)cc5)=NN43)c3ccccc32)cc1 | 41
CCOC(=O)c1csc(NC(=S)Nc2ccc(OC)cc2)n1 | 74
CCCCCc1nc2c(c(C)nn2-c2ccc(C#N)cc2)c2c1CCCC2 | 107
CO[Si](OC)(c1ccccc1)c1ccccc1 | 87
CCC(O)C(C)(C)N (configuration not stated) | 99

Reformatted field by field: part of the list above
Nc1ccc(C(Cl)=C(Cl)Cl)cc1[N+](=O)[O-]
  HL-60(TB) = 97
CCOC(=O)c1c(-c2ccccc2)c(C#N)c2c(C#N)c(N)nn2c1N
  HL-60(TB) = 56
CCCNC(=O)Nc1ccc(C)cc1C
  HL-60(TB) = 90
C[C@H]1C[C@@H]2[C@H](CC[C@]3(C)[C@@H](O)CC[C@@H]23)[C@@]2(C)CC[C@H](O)C[C@H]12
  HL-60(TB) = 94

Following part:
SMILES | HL-60(TB)
N#Cc1c(/N=C\NNC(=O)c2cccnc2)oc(-c2ccccc2)c1-c1ccccc1 | 105
CC(C)[C@H](NC(=O)OCc1ccccc1)C(O)C1CC1C(=O)C1CO1 (some centres not stated) | 97
OC(CN1CCCC2CCCCC21)c1ccc(Br)cc1 (configuration not stated) | 98
CC12CCC3c4ccc(O)cc4CCC3C1CCC2=O (configuration not stated) | 79
O=c1c2ccccc2nc(CN2CCCC2)n1/N=C/c1ccc([N+](=O)[O-])cc1 | 97
OCc1nc2ccccc2[nH]1 | 78
CC1(C)C=C2[C@H]3CC[C@@H]4[C@@]5(C)C/C(=C/c6cccnc6)C(=O)C(C)(C)[C@@H]5CC[C@@]4(C)[C@]3(C)CC[C@@]2(CCl)CC1 | 92
c1ccc2sc(N3CCCCC3)nc2c1 | 88
O=C(N/N=C\c1ccccc1S(=O)(=O)O)N/N=C/c1ccccc1S(=O)(=O)O | 92
COc1cccc(C(=O)NNC(=O)c2ccccc2)c1 | 79
C=CCOC(=O)C1=C(C)NC2=C(C(=O)CC(C)(C)C2)C1c1cc(OC)ccc1OC (configuration not stated) | 89
CCOC(=O)/C(N=O)=C(/O)c1ccncc1 | 92

Molecules above with a cyano group, in the order listed:
SMILES | HL-60(TB)
CCOC(=O)c1c(-c2ccccc2)c(C#N)c2c(C#N)c(N)nn2c1N | 56
CCSc1nc(-c2cc(OC)ccc2OC)cc(-c2ccc(OC)cc2)c1C#N | 96
CC1=C(C#N)c2nc3ccccc3c(=O)n2[C@]1(C)O | 102
CCCCCc1nc2c(c(C)nn2-c2ccc(C#N)cc2)c2c1CCCC2 | 107
N#Cc1c(/N=C\NNC(=O)c2cccnc2)oc(-c2ccccc2)c1-c1ccccc1 | 105

Remaining list, next part:
SMILES | HL-60(TB)
O=C(N/N=C/c1ccccc1S(=O)(=O)O)C(=O)N/N=C/c1ccccc1S(=O)(=O)O | 100
CC(C)=CCc1ccc(O)c(=O)cc1C(C)C | -1.3*
CCN(CC)CCC(CCN(CC)CC)(C(=O)O)c1ccccc1 | 101
CCN1C(=O)N(CC)C2C1NN=c1s/c(=C\c3cccc(F)c3)c(=O)n12 (configuration not stated) | -17*
CC(C)c1cc(CN2CCCCC2)c(O)c(CN2CCCCC2)c1 | 103
CN1CCN(c2ccc(Nc3nc(NCCCNS(=O)(=O)c4cccc5ccccc45)c4sccc4n3)cc2)CC1 | -45*
C=C1C(=O)O[C@H]2[C@H]1CC/C(COC(=O)CCCc1c[nH]c3ccccc13)=C\CC[C@@]1(C)O[C@@H]21 | 3.0*
COc1ccc(-c2nnc3n(C)c(=O)c4ccccc4n23)cc1N | -23*
CC(CCC(C)C(=O)O)C(=O)O (configuration not stated) | 100&95
Cc1ccc(S(=O)(=O)C/C(=N\Nc2ccccc2)c2cc3cc(Br)ccc3oc2=O)cc1 | 117
CCN(CC)CCOC(=O)C(OC)(c1ccccc1)c1ccccc1 | 107
Cc1ccc(-c2nc(SCC(=O)c3ccc(-c4ccccc4)cc3)[nH]c(=O)c2C#N)cc1 | 93
CCC1(CC)Oc2c(OC(C)=O)cccc2C(C)=C1c1ccc(OC)cc1 | 100
CCCCCn1sc(=O)n(Cc2ccc(CNC(=O)OCc3ccc4c(Cl)cc(Cl)c(O)c4n3)cc2)c1=O | 64
COc1cc2c(c(OC)c1OC)C(=O)CC(c1cccc(NC(=O)c3cc([N+](=O)[O-])ccc3Cl)c1)O2 (configuration not stated) | 34
COc1cc2nc(NC3CCC3)nc(NC3CCN(C(C)C)CC3)c2cc1OC | 4.6*
Cc1cc(=O)n2c(-c3ccc(Cl)cc3)cnc2[nH]1 | 83
Brc1ccccc1C[n+]1ccc2ccccc2c1 | 64
Cc1sc2nc3nc(CC#N)[nH]n3c(=O)c2c1C | 110
C/C=C/CC1(CC)C(=O)NC(=S)NC1=O | 92
O=C(NCCNc1nccc(-c2c(-c3ccc(F)cc3)nc3sccn23)n1)c1ccccc1 | 61
N=C(N)c1ccc(-c2ccc(-c3ccc(Cl)cc3)s2)nc1 | -39*
CC(=O)Oc1ccc(Nc2c3ccccc3nc3ccccc23)cc1 | -5.0*
CCN(CC)CCCC(CNc1ccnc2cc(Cl)ccc12)c1ccc(Cl)cc1 (configuration not stated) | -71*

Grouped by structure, the compounds so far containing a tert-butyl group
SMILES | HL-60(TB)
CC(C)(C)n1cc(-c2ccnc(NCCCNS(=O)(=O)c3ccc(Br)cc3)c2)c(-c2cccc(O)c2)n1 | 3.7*
CC(C)(C)c1ccc(N2C(=O)[C@@]3(Oc4ccccc4[C@H]4CC(c5ccc(Br)cc5)=NN43)c3ccccc32)cc1 | 41

Further entries:
SMILES | HL-60(TB)
COC(=O)C1=C/C=C\CN(C(c2ccccc2)c2ccccc2)/C=C\1C(=O)OC | 105
[2H]C([2H])([2H])Oc1ccc(F)cc1/C=C/C(=O)/C=C(/C=C/c1cc(F)ccc1OC([2H])([2H])[2H])OB(F)F | 30
Cc1cccc(C)c1Nc1nnc(-c2cc(F)c(F)c(F)c2)o1 | 101
S=C1NCCN1c1ccc(Cl)cc1 | 100
O=C(Nc1ccccc1)Nc1ccc(Nc2ncnc3sc4c(c23)CCOC4)cc1 | 77
CN1C(=O)N(C)C2SC(N/N=C/c3ccccc3)=NC21 (configuration not stated) | 8.7*
Cc1ccc2[nH]c(=S)n(-c3ccc(F)cc3)c(=O)c2c1 | 118
O=C(/C=C/Nc1ccc([N+](=O)[O-])cc1)c1ccc2c(c1)Nc1ccccc1S2 | 87
O=C(N/N=C/[C@H]1[C@@H]2CCO[C@@H]2C[C@@H]1O)c1ccncc1 | 80
COc1ccc(/C=C/C(=O)c2cccc(NS(C)(=O)=O)c2)cc1 | 80
CC1=C(NCCN2CCCC2)C(=O)c2c(OCc3cccc(Cl)c3)cccc2C1=O | 94
COc1ccc(-c2nnc(-c3nc(-c4cc(OC)c(OC)c(OC)c4)n4ccccc34)o2)cc1 | 53
COc1cc(-n2nc(C(=O)NCc3ccc(C(=O)O)cc3)nc2-c2ccccc2)cc(OC)c1OC | 101
N#Cc1c(-c2cccs2)cc(-c2cnccn2)nc1SCC(=O)Nc1ccccc1 | 80
CN1CCN(Cc2ccc(NC(=O)c3cncc(C#Cc4cnn5cccnc45)c3)cc2C(F)(F)F)CC1 | -19*
CCOC(=O)C(CCc1ccccc1[N+](=O)[O-])C(C)=O (configuration not stated) | 100
NS(=O)(=O)c1ccc(N2N=C(c3ccc(NC(=O)Nc4ccccc4)cc3)CC2c2ccc(Br)cc2)cc1 (configuration not stated) | -4.8*
CCCCCCCCCCN(CCCCCCCCCC)CC(=O)c1ccc2cc(Br)c3ccccc3c2c1 | -62*
Cc1c(O)cccc1[N+](=O)[O-] | 98
O=C(O)c1ccc(-n2cc(/C=N/Nc3ccc(Br)cc3)c(-c3ccc(F)cc3F)n2)cc1 | 61
Cc1ccccc1N=Nc1c(C)cccc1C | 93
COc1ccc([C@@H]2[C@H](C(=O)Nc3cccc4c3CCCC4)c3ccccc3C(=O)N2c2ccc(OC)cc2)cc1 | 89
C/C=C(/C)C(=O)O[C@H]1CC[N+]2([O-])CC=C(COC(=O)[C@@](O)([C@H](C)OC)C(C)(C)O)[C@H]12 (some centres not stated) | 100
CCCC(O)CN (configuration not stated) | 156
COc1ccc(C(=O)c2cc(C(C)=O)c3cc(N(C)C)ccn23)cc1OC | 73
Cc1cccc2c(=O)c3c(sc12)c(Cl)nc1ccccc13 | 109
O=C(Sc1ccc(Cl)cc1)c1ccc(Cl)cc1 | 92&59
